Bioassay records (PubChem)
PKA-R1A act = activates the PKA-R1A holoenzyme complex; P00514+P68181; PKA-R1A dissociation, Cy5-IP20 fluorescence polarization; scaled: DMSO 0%, 113 µM cGMP 100%; activation, % at 11.4 µM; actives 0.083% (n = 340,000);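 active = percent activation above the mean of all tested compounds plus 3 SD, cut at about 19% in these data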;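 note: higher means more PKAc released from R1A so a rise in polarization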
PKA-R2B act = activators of human PKA-R2B complex | P22694+P31323 | PKA-R2B holoenzyme dissociation, Cy5-IP20 fluorescence polarization; R2B truncated from residue 108, S112A mutant; 0% DMSO only, 100% 113 µM cGMP | activation, % at 11.4 µM | actives 0.079% (n = 340,000) | AID 504700;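 active = activation above a cutoff set at the mean over all compounds plus 3 SD, cut at about 18% in these data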;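 note: higher means more holoenzyme dissociation and a rise in polarization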
Target sequence (P31323 whole entry, looked up, other chains not shown, the tested form may be a part): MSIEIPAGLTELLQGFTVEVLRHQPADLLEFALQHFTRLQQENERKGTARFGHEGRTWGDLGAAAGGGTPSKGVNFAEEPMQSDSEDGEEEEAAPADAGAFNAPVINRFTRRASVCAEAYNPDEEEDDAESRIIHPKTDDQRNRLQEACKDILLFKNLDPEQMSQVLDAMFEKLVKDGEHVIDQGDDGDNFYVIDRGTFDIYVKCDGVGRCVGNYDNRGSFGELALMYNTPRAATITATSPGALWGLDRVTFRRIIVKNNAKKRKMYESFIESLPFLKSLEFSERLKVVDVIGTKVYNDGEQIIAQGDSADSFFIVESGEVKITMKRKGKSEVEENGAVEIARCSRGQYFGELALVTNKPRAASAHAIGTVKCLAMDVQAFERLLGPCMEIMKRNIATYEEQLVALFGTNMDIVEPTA
HTR5A inv ctr = counter-screen for OPRM1-OPRD1 inverse agonists: human HTR5A inverse agonism; P47898; HTR5A cell line, luminescence; inhibition, % at 9.3 µM; actives 0.083% (n = 340,000); in the data active = inhibition mostly above about 23%, no sharp cut-off; inactive = mostly below about 18%;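 note: 0% = cells with DMSO and 100% = no-cell wells with DMSO; some compounds called inactive have numbers as strong as hits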
Target sequence (P47898 whole entry, looked up): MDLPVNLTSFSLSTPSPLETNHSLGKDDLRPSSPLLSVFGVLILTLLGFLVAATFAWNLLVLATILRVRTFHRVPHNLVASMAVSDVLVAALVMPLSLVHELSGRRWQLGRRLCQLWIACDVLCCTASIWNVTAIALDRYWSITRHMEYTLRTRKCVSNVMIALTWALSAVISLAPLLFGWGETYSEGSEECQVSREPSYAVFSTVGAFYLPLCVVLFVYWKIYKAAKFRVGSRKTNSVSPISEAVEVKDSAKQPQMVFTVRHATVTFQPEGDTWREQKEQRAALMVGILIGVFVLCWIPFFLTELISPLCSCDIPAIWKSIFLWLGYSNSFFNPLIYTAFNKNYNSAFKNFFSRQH
HTR5A ag = HTR5A agonism, opioid heterodimer counter-screen; P47898; HTR5A agonist assay, luminescence, cell-based; activation, % at 9.3 µM; actives 0.61% (n = 340,000); AID 504692; in the data active = activation mostly above about 9.5%, no sharp cut-off; inactive = mostly below about 7.6%;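 note: 0% = cells with vehicle only and 100% = reference agonist; strong numbers were not always called active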
Tat transport = E. coli Tat transport inhibition; E. coli MC4100 TorA-mCherry Tat export, fluorescence; inhibition, % at 10 µM; actives 0.036% (n = 340,000); AID 488895;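 active = mean replicate inhibition at least 50% and at least half of replicates individually reaching 50%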;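 note: exported cargo escapes ClpAP degradation while cytoplasmic cargo is degraded and loses fluorescence; 0% = median of neutral control wells and 100% = median of NaSCN control wells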
phage Ecoli inh = E. coli growth loss with phage present; growth absorbance; AID 651602; actives 0.26% (n = 360,000); inhibition, % at 11.9 µM; in the data active = inhibition above about 11%
SUMO Mot1 rescue = blocks SUMOylation pathway, rescuing yeast Mot1-301 growth; S. cerevisiae Mot1-301 growth rescue, ATP luminescence, 38.5C; percent above DMSO median, 100 means doubled; growth rescue, % at 18.8 µM; actives 1% (n = 320,000);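 active = every valid replicate shows activation above 250% relative to neutral control wells; inactive = the rest, any valid replicate at or below 250%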;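 note: OY570 slx delta 5 strain wells were the positive control but not used for scaling; some compounds called inactive have numbers as strong as hits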
DAGLB inhibitor = diacylglycerol lipase beta (human) inhibition | Q8NCG7 | HEK293T DAGLB membrane lysate, EnzChek fluorogenic substrate | inhibition, % at 5.17 µM | actives 0.059% (n = 340,000); in the data active = inhibition above about 34%;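 note: 0% = enzyme with vehicle and 100% = wells lacking enzyme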
AddAB inh = less growth of phage-infected E. coli with AddAB | inhibition, % at 11.9 µM | E. coli expressing H. pylori AddAB, absorbance growth | actives 0.29% (n = 330,000); in the data active = inhibition above about 12%;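 note: 0% = vehicle wells of infected cells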
CDK5 inh = CDK5/p35 (human) kinase inhibition; AID 488839; Recombinant CDK5/p35, ADP-Glo luminescence, 60 min; actives 0.01% (n = 330,000); inhibition, % at 10 µM;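 active = highest replicate inhibition of at least 50% and at least 75% of replicates reaching 50%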;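 note: plate controls were DMSO neutral control for no effect and GW8510 at 10 µM for full effect; many of its hits are not listed in these tables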
Ecoli viability = counter-screen for AddAB inhibitors: E. coli growth inhibition | E. coli V3065 growth, OD600 absorbance, 18 h | inhibition, % at 11.9 µM | actives 0.27% (n = 330,000) | AID 449728;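 active = inhibition above the campaign's mean inhibition across all tested compounds plus 3 SD, cut at about 9.9% in these data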;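 note: uninfected addAB+ strain grown without phage in ampicillin broth; 0% = DMSO wells and 100% = ciprofloxacin 0.95 µg/ml wells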
* hit, by the source's call; i = inactive; . = not tested or not shown.

SMILES | PKA-R1A act | PKA-R2B act | HTR5A inv ctr | HTR5A ag | Tat transport | phage Ecoli inh | SUMO Mot1 rescue | DAGLB inhibitor | AddAB inh | CDK5 inh | Ecoli viability
Cc1ccc(C2=NOC(=O)/C2=C\c2ccc(C)o2)cc1 | -3 | 5 | -17 | 2 | -4 | 2.7 | 12 | 11 | 0.5 | -0.2 | -1.2
CCOC(=O)C1CCN(S(=O)(=O)CCNC(=O)c2ccccc2)CC1 | 1 | 6 | -14 | 5 | -9 | 3.3 | 2 | -3 | 1.8 | -4.4 | -2.8
CCCCn1c(N)c(N(CCC(C)C)C(=O)COC(=O)c2ccc(CC)cc2)c(=O)[nH]c1=O | -2 | -14 | 0 | 0 | 1 | 1.8 | . | 1 | . | 0.0 | .
C=CCNC(=O)c1ccccc1NS(=O)(=O)c1ccc(OC)c(C(=O)N2CCOCC2)c1 | 2 | -7 | -1 | 0 | 0 | 1.0 | 10 | 0 | 4.5 | -0.1 | 0.9
O=C(O)CSCc1nc2cccnc2n1C1CCCCC1 | 6 | 2 | 4 | -1 | -11 | 0.8 | 83 | 0 | -1.1 | 1.3 | -1.4
Cc1nc(NC(=O)CSc2cc(C)c3ccccc3n2)c(Cl)cc1Cl | 1 | -7 | -25 | 8 | -1 | 1.4 | 74 | -11 | 3.2 | 1.1 | 0.0
Cc1nc2nc(-c3cccs3)[nH]c2cc1Br | -15 | -3 | -13 | -4 | 2 | 3.0 | -19 | 3 | 4.3 | 1.7 | 1.3
COC(=O)CCNc1ccc2c(c1)OCCO2 | -5 | 7 | 7 | -2 | -14 | 0.9 | -9 | 4 | -1.1 | 0.6 | -0.3
CC(C)N(CC#CCC(O)(c1ccccc1)C1CCCC1)CCO (stereo unspecified) | -2 | -2 | 7 | -2 | 2 | 2.0 | 0 | 1 | 3.0 | 2.1 | -0.9
OC(CCN1CCC2CCC(C2)C1)c1ccc(Br)cc1 (stereo unspecified) | -4 | -5 | 9 | -3 | -6 | 0.7 | . | -1 | . | 0.5 | .
CCC(Oc1ccccc1)C(=O)Nc1ccc(S(=O)(=O)Nc2cc(C)on2)cc1 (stereo unspecified) | -7 | -5 | -1 | 0 | 3 | 1.3 | 6 | -1 | 2.7 | 0.9 | 2.3
CNC(=O)NC(=O)C(C)OC(=O)c1cc2c(s1)CCCCC2 (stereo unspecified) | 4 | 7 | -30 | 8 | 5 | 3.5 | -13 | 2 | 3.1 | 2.2 | -0.7
CC(C)(C)C(=O)/C=c1\s/c(=C\c2ccc(-c3ccc([N+](=O)[O-])cc3)o2)c(=O)n1CC(=O)NC(N)=O | -8 | -2 | -13 | 4 | -4 | 4.1 | 26 | -85 | -0.1 | 0.1 | 0.5
COc1ccc(C(=O)c2ccc(N3CCOCC3)cc2)c(OC)c1 | -1 | -5 | -11 | 2 | 2 | 0.9 | -5 | 2 | 2.6 | 0.2 | 1.2
CN(C#N)c1nccc(-c2cccs2)n1 | -1 | 1 | -34 | 4 | 2 | 5.5 | 605 | -2 | 1.1 | -0.5 | -1.5
Cc1ccc(C2=NN(C(=O)CSc3nc(N)cc(N)n3)C(c3ccco3)C2)cc1 (stereo unspecified) | -10 | 3 | 2 | -1 | 4 | 3.9 | -4 | 2 | -0.2 | -0.5 | -2.5
CCOc1ccc(S(=O)(=O)NCC2(N3CCCCC3)CCCCC2)cc1 | 6 | 6 | 13 | -2 | -8 | 2.4 | . | -1 | . | 0.8 | .
CSc1nnc(-c2cc(-c3ccc(C)cc3)nc3ccccc23)o1 | -18 | -6 | -1 | 1 | 3 | 2.4 | 3 | -7 | 2.2 | 2.0 | 0.9
COc1ccc(OC)c(CNc2ccc3c(c2)CCC3)c1 | 6 | -2 | 4 | -1 | 6 | 1.7 | 19 | -2 | 2.2 | 2.0 | -2.2
CCCCSc1nc(C)cc(SCC(=O)N/N=C/c2ccccc2)n1 | -1 | 6 | 2 | 4 | 0 | 3.6 | 1 | -2 | -0.2 | -4.1 | -0.9
COc1cc(C(=O)OCC(=O)NC23CC4CC(CC(C4)C2)C3)cc(OC)c1OC | 15 | -1 | -2 | 1 | -1 | 0.5 | . | -1 | . | 3.0 | .
Cc1ccc(-c2cnc(C3CC3)o2)cc1S(=O)(=O)Nc1ccccc1 | 3 | -2 | 8 | -1 | 14 | . | . | -2 | 3.4 | 0.7 | 1.2
CC(CNCc1ccc2c(c1)OCO2)NCc1ccc2c(c1)OCO2 (stereo unspecified) | 2 | 10 | 22 | -1 | -10 | 1.8 | 35 | -15 | 1.6 | -0.5 | -3.2
COc1cc(C(=S)N2CCC(C)CC2)ccc1O | -2 | -3 | -6 | 1 | -7 | 3.1 | -15 | -1 | -0.3 | 0.8 | -0.6
S=C(NCc1ccco1)N1CCN(c2nc(-c3ccccc3)cs2)CC1 | 2 | -1 | 10 | -1 | -2 | 0.3 | 0 | -7 | -0.2 | 1.0 | -0.8
O=C(Cn1cnc2cc([N+](=O)[O-])ccc2c1=O)NC(=O)NCc1ccccc1 | -8 | -2 | -13 | 5 | 2 | 2.6 | -2 | 3 | -2.9 | 2.6 | -1.6
ClC(/C=N/n1cnnc1)=C/c1ccccc1 | -4 | -12 | -21 | 2 | -2 | 0.5 | -3 | -2 | 2.7 | 1.2 | -0.9
COc1ccc(OCC(O)Cn2cnc(-c3ccc(Br)cc3)c2)cc1 (stereo unspecified) | 3 | -4 | -19 | 3 | 3 | 2.2 | -7 | -2 | 2.1 | -0.7 | 0.1
COc1ccc(-c2nnc(SCC(=O)NCc3ccco3)n2C)cc1 | -5 | 9 | 26 | 0 | -6 | 3.0 | -7 | 0 | 3.9 | -1.1 | 0.5
NC(=O)CSCc1nc2ccccc2s1 | -3 | -11 | 7 | -5 | 14 | 2.3 | -35 | 3 | 0.8 | -3.1 | 0.7
N#Cc1c(NC(=O)CSc2nc(-c3ccco3)cc(C(F)(F)F)n2)sc2c1CCCC2 | -2 | 1 | -18 | -2 | -6 | 2.0 | 7 | -5 | 2.4 | 1.5 | 1.1
COc1ccc(Cn2c(SCc3ccc(C)cc3)nc3cc(OC)c(OC)cc3c2=N)cc1Cl | 5 | 0 | -6 | 3 | 1 | 2.5 | -16 | 1 | 2.1 | 2.5 | -1.7
COc1ccc(C(=O)CSc2nnc(CNc3ccc(C)cc3C)o2)cc1 | -4 | 15 | -42 | 16 | -3 | 0.6 | -6 | 4 | -0.4 | -1.7 | -3.6
Clc1ccccc1CSc1ncn(-c2ccccc2)n1 | 8 | 14 | 4 | -2 | 4 | 2.9 | 3 | -4 | 0.9 | 0.3 | -3.0
CCOC(=O)c1ccc(CN(Cc2ccccc2)S(=O)(=O)c2cccc([N+](=O)[O-])c2)cc1 | -4 | -4 | 7 | -3 | 10 | 2.6 | -1 | -6 | 4.1 | 0.7 | -0.6
COc1ccc(SC[C@H](Cc2ccccc2)N2CC[C@@H](C)CCC2=O)cc1 | -5 | 7 | 19 | 0 | 9 | 0.1 | -17 | -9 | 1.3 | 0.3 | -1.4
CCCCc1nnc(NC(=O)c2ccc3[nH]c(=O)c(=O)[nH]c3c2)s1 | 3 | -4 | -38 | 1 | -7 | 1.3 | -14 | 13 | 2.0 | . | -0.9
c1ccc2c(c1)nc(NCC1CCCO1)c1nnnn12 (stereo unspecified) | -3 | 7 | -16 | 5 | 6 | 4.0 | -5 | -5 | 0.6 | -1.2 | 0.3
CCc1ccccc1NC(=O)C1=CC(c2cccs2)=NS(=O)(=O)N1C | -7 | -2 | 0 | -3 | -17 | 0.3 | 0 | -2 | -0.2 | 0.2 | -0.4
COC/C=C/C1=CC2=CC(=O)C(C)(OC(=O)c3cnc4ccccc4n3)C(=O)C2=CN1Cc1ccc(OC)cc1 (stereo unspecified) | 6 | 8 | 9 | 2 | -16 | 1.2 | 9 | 7 | 2.0 | -0.2 | 1.0
COc1ccc(OC)c(/C=N/NC(=O)Cc2nc3ccccc3[nH]2)c1 | -14 | -1 | 1 | 4 | 4 | 3.1 | 3 | 2 | 2.8 | -0.7 | -1.0
O=C(CN1C(=O)NC2(CCCCCC2)C1=O)N1CCN(S(=O)(=O)c2ccc(Cl)cc2)CC1 | 7 | 9 | 12 | 5 | -1 | 1.9 | 334 | 0 | -3.7 | 0.5 | -2.6
Cc1ccc(-n2nc(CN3CCOCC3)c(-c3ccccc3)c2N)c(C)c1 | -8 | -5 | 3 | 1 | 0 | 2.5 | 1 | -1 | 1.9 | 0.8 | 0.5
Nn1c(SCC(=O)NC2CCCCC2)nnc1C1CC1 | 8 | 0 | 10 | -4 | 5 | 4.1 | . | -4 | 0.5 | -0.3 | 0.1
COc1ccc2c(c1)CCCN2C(N)=Nc1ccc(Cl)cc1 | -5 | -2 | -3 | 1 | 7 | 1.0 | 16 | 0 | 1.2 | -1.3 | -4.8
O=C1SC(c2ccccc2)=C/C1=C\N1CCCCC1 | 9 | 7 | -10 | 4 | -6 | 1.5 | 2 | -1 | -0.7 | -0.6 | -1.5
COc1ccc(NC(=O)Nc2cc(NC(=O)Nc3ccc(OC)cc3)c(C)nc2C)cc1 | -14 | 9 | 18 | 3 | 3 | 0.6 | 11 | 8 | 1.8 | -0.5 | -1.4
O=C(COc1ccc(F)c(Cl)c1)N1CCCCCCC1 | -4 | -2 | 5 | -1 | -5 | -0.5 | 192 | -5 | 2.3 | -0.4 | 1.0
COc1ccccc1C(O)P(=O)(OC(C)C)c1ccc(N(C)C)cc1 (stereo unspecified) | -4 | -1 | 2 | -1 | -3 | -0.9 | 86 | -3 | 2.4 | 2.0 | -2.2
COc1ccc(OC)c(NC(=O)Cn2cnc3c(cnn3-c3ccccc3)c2=O)c1 | -1 | 2 | -30 | 11 | 11 | 2.4 | 3 | 1 | -2.0 | -1.4 | 0.0

Additional compounds:
SMILES | PKA-R1A act | PKA-R2B act | HTR5A inv ctr | HTR5A ag | Tat transport | phage Ecoli inh | SUMO Mot1 rescue | DAGLB inhibitor | AddAB inh | CDK5 inh | Ecoli viability
CSc1nnc(-c2ccc(S(=O)(=O)N3CCOCC3)cc2)n1C | 0 | 9 | -13 | 5 | 0 | 0.1 | -22 | -1 | 1.8 | 0.0 | -0.9
COc1ccc(CNC(=S)N2CCN(Cc3ccccc3)CC2)cc1 | 7 | -3 | 26 | 5 | 5 | 1.7 | 236 | -2 | 2.1 | -2.5 | 3.5
COc1ccccc1NC(=O)CNC(=O)Cn1c(C)cc2ccccc2c1=O | -2 | -4 | 0 | 0 | -1 | 1.1 | i | -3 | 2.5 | -0.8 | 1.3
Cc1cc(Br)ccc1SCC(=O)OCC(=O)NC1CC1 | -2 | -7 | -1 | 0 | 2 | 2.5 | -13 | -1 | 3.1 | -3.0 | -0.9
CCOC(=O)C(CCC(=O)O)(CCC(C)C)c1csc(N)n1 (stereo unspecified) | 2 | 1 | 1 | -1 | 0 | 3.0 | 3 | 0 | 0.7 | -1.8 | -2.6
